FBW7 act: human FBW7 E3 ligase activation, primary screen | Q969H0 | AlphaScreen FBW7–phospho-cyclin E peptide binding, activator screen | normalized activity (activation), % at 26.1 µM | hit rate 0.13% among 650,000 | AID 1259310; in the data active means normalized activity above about 1.9%;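 further: purified mutant Fbw7 with reduced substrate affinity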
Target sequence (Q969H0 whole entry, looked up): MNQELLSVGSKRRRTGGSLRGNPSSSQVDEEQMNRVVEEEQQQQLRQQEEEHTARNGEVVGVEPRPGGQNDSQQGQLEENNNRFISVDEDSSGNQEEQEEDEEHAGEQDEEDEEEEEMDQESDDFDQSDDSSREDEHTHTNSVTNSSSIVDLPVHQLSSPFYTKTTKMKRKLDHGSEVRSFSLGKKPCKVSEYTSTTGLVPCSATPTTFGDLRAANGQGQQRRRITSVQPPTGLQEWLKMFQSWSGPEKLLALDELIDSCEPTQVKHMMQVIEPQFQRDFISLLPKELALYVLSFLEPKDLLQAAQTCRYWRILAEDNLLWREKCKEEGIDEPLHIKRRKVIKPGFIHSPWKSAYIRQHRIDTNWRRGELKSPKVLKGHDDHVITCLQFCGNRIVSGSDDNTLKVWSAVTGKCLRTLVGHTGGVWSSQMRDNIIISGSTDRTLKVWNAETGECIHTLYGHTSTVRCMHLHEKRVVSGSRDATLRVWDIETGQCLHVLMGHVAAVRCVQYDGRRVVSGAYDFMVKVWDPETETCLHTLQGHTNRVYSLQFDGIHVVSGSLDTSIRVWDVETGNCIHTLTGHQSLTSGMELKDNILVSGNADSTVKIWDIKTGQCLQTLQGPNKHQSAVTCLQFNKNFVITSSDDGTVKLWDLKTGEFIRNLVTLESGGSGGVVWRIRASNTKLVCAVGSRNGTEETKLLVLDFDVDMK
MITF primary: inhibitors of human MITF; inhibition, % at 2.6 µM; O75030; AlphaScreen MITF homodimerization, bead proximity signal; hit rate 0.91% among 650,000; in the data active means inhibition above about 50%;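 further: 0% = vehicle wells with protein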
GPR151 activ: human GPR151 activation; Q8TDV0; PathHunter beta-arrestin GPR151 cells, luminescence; activation, % at 11.2 µM; hit rate 1% among 650,000; AID 1508602; in the data active means activation above about 4.9%;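 further: 0% = median of compound wells and 100% = cells with positive control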
Target sequence (Q8TDV0 whole entry, looked up): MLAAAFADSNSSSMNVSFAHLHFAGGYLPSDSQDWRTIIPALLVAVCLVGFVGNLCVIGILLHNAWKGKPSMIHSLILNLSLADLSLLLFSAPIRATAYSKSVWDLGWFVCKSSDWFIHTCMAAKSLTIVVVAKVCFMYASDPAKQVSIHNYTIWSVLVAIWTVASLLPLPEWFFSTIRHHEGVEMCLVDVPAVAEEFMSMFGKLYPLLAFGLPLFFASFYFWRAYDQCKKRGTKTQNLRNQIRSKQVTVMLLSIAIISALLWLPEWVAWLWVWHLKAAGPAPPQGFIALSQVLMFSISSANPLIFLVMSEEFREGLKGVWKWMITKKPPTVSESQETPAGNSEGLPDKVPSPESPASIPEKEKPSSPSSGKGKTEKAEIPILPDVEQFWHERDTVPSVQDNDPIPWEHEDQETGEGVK
TEAD-YAP block: TEAD-YAP interaction inhibition. HEK-TIYL cells, TEAD-Gal4/YAP UAS-luciferase luminescence. inhibition, % at 9.12 µM. hit rate 1.4% among 640,000. AID 1259422; in the data active means inhibition above about 32%;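 further: 0% = median of test compound wells and 100% = reference inhibitor wells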
* marks the source's active call; other numbers are inactive results; & = joins results of further samples.

Values run as follows: FBW7 act, MITF primary, GPR151 activ, TEAD-YAP block
1. NC(=O)C1CCN(C(=O)CCCn2c(=O)[nH]c3ccccc3c2=O)CC1
→ -0.1, -2, 0.6, 6
2. COc1cc([N+](=O)[O-])cc2sn(C)c(=O)c12
→ 0.1, 9, 0.6, 16
3. NC(=O)c1ccc(-c2cc(Nc3ccccc3)nc(N)n2)cc1
→ 0.0, 14, -0.8, -40
4. COc1ccccc1NC(=O)CSc1nc2n[nH]c(C)c2c(=N)n1-c1cccc(Cl)c1C
→ -0.2, 6, 0.5, 4
5. O=C(CSS(=O)(=O)O)NCCc1c[nH]c2ccccc12
→ 0.1, -6, 1.2, 5
6. CC1(C)CC(=O)c2sc(NC(=O)CSc3ccc(Cl)cc3)nc2C1
→ 0.0, -2, 0.5, -7
7. NC(=O)C1CCCN(Cc2ccc(C(=O)NCc3ccccc3C(F)(F)F)c(=O)[nH]2)C1 (configuration not stated)
→ 0.0, -5, 0.2, 4
8. O=C(Nc1cccc(-c2nc3ccccc3s2)c1)c1ccc(Cl)c([N+](=O)[O-])c1
→ 0.0, -2, 1.6, 2
9. CC(C)OP(=O)(OC(C)C)C(C)NC(=O)C(C)NC(=O)Cc1ccccc1 (configuration not stated)
→ -0.1, 6, -1.3, 0
10. O=C(COc1ccc(Br)cc1)Nc1ccc(Cl)cc1C(=O)O
→ 0.8, 4, -0.5, 13
11. COC(=O)c1cc(Nc2cc(C)c3c(O)cccc3n2)cc(C(=O)OC)c1
→ 0.0, 0, -1.1, 4
12. Cc1cc(Nc2cc(-n3cnc(Nc4ccccc4)n3)c(F)cn2)ccc1N1CCOCC1
→ -0.6, -2, 1.2, 23
13. CC(O)CNCCOc1ccccc1F (configuration not stated)
→ 0.2, 45, -1.1, -8
14. Cc1cc(=O)[nH]c(SCC(=O)c2ccc(C(C)C)cc2)n1
→ -0.2&0.2, 0&-2, 2.9&0.0, -49&-38
15. COc1ccc(NC(=O)CSc2nc3ccccc3o2)cc1OC
→ 0.5, 1, -1.9, 33*
16. CCc1ccccc1NC(=O)Cn1c(=O)n(Cc2ccco2)c(=O)c2oc3ccccc3c21
→ -0.1, 9, 2.8, 0
17. CCOc1ccc(CCNc2nc3ccc(C)cc3n3nnnc23)cc1OCC
→ 0.2, -11, 0.0, 1
18. Cc1cc2c(c(-c3cnccn3)c1)OC(CNC(=O)c1cnn(-c3ccccc3)c1)C2 (configuration not stated)
→ 0.0, 7, 0.6, 8
19. CCn1nc(C)c(NC(=O)Cn2nc3n(C)c4ccccc4n3c2=O)c1C
→ 0.1, 4, 0.2, 1
20. Cc1csc2nc(CNS(=O)(=O)c3ccc4ccccc4c3)cn12
→ 0.1, 3, -0.5, 0
21. COCC(=O)NCCc1sc(-c2ccc(Cl)cc2)nc1C
→ 0.9, 22, -1.8, -62
22. O=C(COc1ccccc1)c1ccc(O)c(O)c1O
→ -0.2, 22, -1.0, -1
23. Cc1cccc2cc(CN(Cc3cccnc3)C(=O)C3CC3)c3nnnn3c12
→ -0.1, 0, 0.7, 2
24. CN1C(=O)CC(CC(=O)N2CC3CCCC2C3)(c2ccccc2F)C1=O (configuration not stated)
→ -0.2, -13, -1.1, -21
25. O=C(NN=C1CCCCC1)c1ccc(Cl)cc1Cl
→ 0.0, 0, 0.2, -6
26. COCCNC(=O)c1ccc(N2CC3CC(C2)c2cccc(=O)n2C3)c(NC(=O)c2ccc(F)cc2)c1 (configuration not stated)
→ 0.1, 5, -0.5, -2
27. CC(C)(C)NC(=O)CSc1nnc(-c2ccncc2)n1CCc1ccccc1
→ 0.0, -4, -0.3, -2
28. CN1CCN(CC(=O)Nc2sc3c(c2C(N)=O)CCCC3)CC1
→ 0.0, 72*, -1.2, 6
29. CCOC(=O)N1CCC(NC(=O)CSc2nc3ccccc3n2S(=O)(=O)c2ccccc2)CC1
→ -0.1, 0, -0.2, 0
30. CSC1=NCCN1C(=O)c1ccc(S(=O)(=O)N2CCCC2)cc1
→ 0.0, 5, 2.4, -3
31. Oc1cccc(C(=S)N2CCN(Cc3ccccc3)CC2)c1
→ -0.2, -4, -0.5, 10
32. COc1cccc(/C=C2/NC(=O)N(CC(=O)Nc3cccc(C)c3)C2=O)c1
→ 0.1, 19, -0.4, -16
33. c1ccc(Cn2nnnc2C(c2cccnc2)N2CCN(C3CCCCC3)CC2)cc1 (configuration not stated)
→ -0.2, -3, -0.6, 28
34. C=CCn1c(SC(C)C(=O)NC(N)=O)nnc1-c1ccc(C(C)(C)C)cc1 (configuration not stated)
→ 0.0, -7, 8.2*, 2
35. COc1ccc(C2CC(C(F)(F)F)n3nc(C(=O)Nc4ccccn4)cc3N2)cc1 (configuration not stated)
→ 0.2, -1, 0.2, -8
36. Cc1ccc(S(=O)(=O)CCC(=O)Nc2sc3c(c2C(N)=O)CCCC3)cc1
→ -0.1, 2, 2.9, 10
37. CCOC(=O)C1=C(C)NC(C)=C(C(=O)OCC)C1c1cccc([N+](=O)[O-])c1
→ 0.1, 16, -1.2, -7
38. O=C(CSc1nc(NCCc2ccccc2)c2ccccc2n1)N1CCN(c2ccccc2)CC1
→ -0.1, 5, 0.5, 13
39. O=C(c1ccc(NC(=O)C(F)(F)F)cc1)c1ccc(NC(=O)C(F)(F)F)cc1
→ 0.2, 1, 0.0, -3
40. CCN(C(=O)CCn1c(=O)oc2ccccc21)c1ccccc1
→ 1.2, 18, -0.6, -14
41. CCCOC(=O)c1ccc(NC(=O)CN2C(=O)c3ccccc3C2=O)cc1
→ 1.2, -1, 1.7, -2
42. O=C(COC(=O)c1cc(=O)c2ccccc2o1)c1ccc2c(c1)OCCO2
→ 0.2, 22, -0.5, -5
43. Cc1cc2c(=O)n3c(sc4ccccc43)c(C#N)c2c(C)n1
→ 0.2, 13, -0.8, -6
44. Cc1cc(C(=O)Nc2cnc3ccccc3c2)ccc1[N+](=O)[O-]
→ 0.2, -1, 1.0, -34
45. Cc1cc(C)cc(N2C(=O)C(C)SC23C(=O)Nc2ccccc23)c1 (configuration not stated)
→ 0.1, 9, 2.3, 3
46. Cc1cccc(N2CC34C=CC(O3)C(C(=O)OCC(C)C)C4C2=O)c1 (configuration not stated)
→ 0.0, 15, -0.4, 9
47. NC(=O)c1nn2c(C(F)(F)F)cc(-c3ccc(Br)cc3)nc2c1Cl
→ 0.0, -12, 0.9, -1
48. O=C1OC2(CCCCC2)OC(=O)C1=CNc1ccccc1F
→ 0.1, 16, -1.2, -12
49. O=C(CN1C(=O)CCc2ccccc21)Nc1cccc(Cl)c1
→ -0.1, -7, -0.7, -6
50. CC12CCC(CC1=NC(=O)c1ccccc1)C2(C)C (configuration not stated)
→ -0.1, 9, 1.0, 1
51. CCOC(=O)CN(C)C(=O)CC1(c2cccc(F)c2)CC(=O)N(C)C1=O (configuration not stated)
→ -0.1, 3, 0.0, 9
52. CC(=O)N1CCN(c2ccc(C(=O)c3cccc(F)c3)cc2)CC1
→ 0.1, 9, -0.2, 9
53. C=CCn1c(SCC(=O)c2ccc(F)cc2)nc2sc(CC)cc2c1=O
→ 0.1, -6, 1.2, -1
54. CC(=O)c1ccc(NC(=O)c2ccc(NS(=O)(=O)c3c(C)noc3C)cc2)cc1
→ 0.0, 2, 0.1, -8
55. Cc1cccc(C(=O)NC(=S)Nc2ccccc2C(N)=O)c1
→ 0.3, 12, -1.6, -35
56. COC(=O)c1ccc(Cl)c(NC(=O)CN2CCN(C)CC2)c1
→ 1.0, 20, -0.9, -13
57. C=CCn1cc(CN2CCC3(CC2)NC(=O)c2ccccc2O3)c(C)n1
→ -0.2, -7, 0.7, 6
58. CC(NC(=O)N1CCOCC1)c1ccccc1 (configuration not stated)
→ 0.0, -7, -0.7, 3
59. CC(C)(C)c1ccc(C2C=C(Nc3cccc(Cl)c3)C(=O)N2c2cccc(Cl)c2)cc1 (configuration not stated)
→ 0.0, 9, -0.5, 3
60. COCCCNc1nc2c(-c3ccccc3)nnn2c2ccccc12
→ -0.2, 5, 1.1, 1

(continued)
Values run as follows: FBW7 act, MITF primary, GPR151 activ, TEAD-YAP block
61. COc1ccc(/C(O)=C2\C(=O)C(=O)N(Cc3cccnc3)C2c2ccc(F)cc2)cc1 (configuration not stated)
→ 0.0, -8, -0.1, -11
62. O=[N+]([O-])c1cccc(C2=CSC3=NCCN23)c1
→ 0.1, -10, -1.4, -17
63. CCOC(=O)c1cnn(-c2ccc(OC)cc2)c1CNCc1ccccn1
→ -1.0, 18, -0.3, -15
64. CC[C@@H](Cn1nc(-c2cccs2)ccc1=O)NC(=O)c1ccc(OC2CSC2)cc1
→ 0.1, 6, 0.7, 0
65. CCCc1[nH]nc2c1C(c1cn[nH]c1-c1ccc(F)cc1)C(C#N)=C(N)O2 (configuration not stated)
→ 0.0, 4, -1.5, 9
66. COc1ccccc1N(CC(=O)N1CCC(C(N)=O)CC1)S(=O)(=O)c1ccccc1
→ 0.3, -8, 0.3, 12
67. Cc1nc(NC(=O)C2CC2)sc1C(=O)NC1CCCCC1
→ 0.1, 0, 0.2, 0
68. COc1ccc(-c2cnc3c(Nc4cccc(C(F)(F)F)c4)nccn23)cc1OC
→ 0.3, 11, 0.8, -2
69. CC[C@@H](Cn1ncc2ccccc2c1=O)NC(=O)CCC1CCCC1
→ 0.0, -1, -0.1, 4
70. O=C(Cc1ccccc1[N+](=O)[O-])N1CCN(c2ccc(Cl)cc2)CC1
→ 0.0, 7, 0.1, 16
71. O=C1c2ccccc2-c2ncnc3c(Br)cc(NC4CCCCC4)c1c23
→ -0.1, 0, 0.6, -2
72. O=C(O)c1ccc2c(c1)C(=O)N(c1ccccn1)C2=O
→ 0.1, 4, -1.4, -11
73. O=c1[nH]c2nc(-c3ccc4c(c3)OCO4)cnc2n1-c1ccccc1
→ 0.1, -4, 0.7, -6
74. CC(=O)NC(=S)Nc1ccc(NC(=S)NC(=O)c2cccs2)cc1
→ 0.3, 3, 0.1, -6
75. CCOC(=O)C1=C(C)NC2=C(C(=O)CCC2)C1c1sc(Cl)cc1Cl (configuration not stated)
→ 0.0, 2, -1.2, 8
76. CC1=NNC(=O)C1CCC(=O)N/N=C\c1sccc1C (configuration not stated)
→ 0.1, -1, 0.8, -1
77. CC1=C(C(=O)OCC2CCCCC2)C(c2ccccc2OC(C)C)NC(=O)N1 (configuration not stated)
→ -0.2, 3, -0.7, 2
78. Cc1cccc(Nc2nc3nonc3nc2NNc2ccccc2)c1C
→ 0.2, 12, -0.1, -1
79. CCOC(=O)CSc1nnc(-c2ccccc2Cl)o1
→ 0.0, 1, -0.2, 3
80. COc1ccc(CCn2c(C)cc3c(c2=O)C(c2cccnc2)C(C#N)=C(N)O3)cc1OC (configuration not stated)
→ 0.6, -5, -0.8, -10
81. COc1ccc(Cl)cc1-c1nc2ccccc2c(=O)o1
→ 0.0, 12, 0.9, 9
82. CCOc1ccccc1C1C(C#N)=C(N)Oc2n[nH]c(-c3cccc([N+](=O)[O-])c3)c21 (configuration not stated)
→ 0.0, -5, -0.6, 7
83. COc1ccc(-c2noc(CNC(=O)CN3C(=O)c4ccccc4C3=O)n2)cc1
→ 0.1, 9, 1.6, 4
84. CCCCC1=NN2C(=N)/C(=C/c3ccc(OCCOc4ccc(Br)cc4)cc3)C(=O)N=C2S1
→ -0.1, 4, 1.5, 2
85. COc1cc(CN2CCCCCCC2)cc(OC)c1O
→ 0.3, 22, 0.2, -3
86. OC1(c2ccccc2)CN(c2ccccc2)C2=[N+]1CCS2 (configuration not stated)
→ -0.1, 20, 0.2, 0
87. O=C(CSC1CCCC1)NC1CCCCC1N1C(=O)CSC1=O (configuration not stated)
→ 0.2, 8, 0.9, -6
88. O=C(Nc1nc(CCC(=O)N2CCc3ccccc32)cs1)NC1CCCCC1
→ -0.1, -3, -0.4, -8
89. CCOC(=O)/C(C#N)=C\c1ccc(N(CC)CC)cc1
→ 0.1, 4, 0.3, -61
90. COCCn1c(=NC(=O)c2ccc([N+](=O)[O-])s2)sc2cc(NC(C)=O)ccc21
→ 0.0, 6, 0.6, 0
91. O=C(O)CCCC(=O)N1CCc2cc(S(=O)(=O)NCc3ccccc3)ccc21
→ 0.0, 13, 0.2, -3
92. Cc1nnc(NC(=O)CSc2nc3cc(Cl)ccc3o2)s1
→ 0.0, -8, -1.6, 9
93. Cc1cc(C)c(S(=O)(=O)N(CC(=O)NCc2ccccn2)Cc2ccccc2)c(C)c1
→ 0.1, -27, -1.5, -3
94. CCS(=O)(=O)Nc1ccc(-c2nnc(SCC(=O)Nc3cccc(C)c3C)o2)cc1
→ 0.0, 0, 0.2, -2
95. Cc1cc(C)nc(SCC(=O)NNC(=O)c2ccccc2)n1
→ 0.4, 8, 1.1, 5
96. O=C(COC(=O)c1cc(=O)[nH]c(=O)[nH]1)Nc1ccccc1
→ -0.1, 4, 1.3, -10
97. CN(Cc1ccccc1)C(=O)c1nc2ccccn2c1CN1CCC[C@H]1CO
→ -0.1, 8, 1.0, 3
98. COC(=O)CN1C(=O)CS/C1=C\C#N
→ 0.3, 15, 0.0, 4
99. COCCNC(=O)CSCc1cc2cccc3c2n(c1=O)CCC3
→ 0.0, -1, -0.7, 8
100. Cc1cc(=O)c(OCc2ccc(F)cc2)cn1CC(=O)Nc1ccc(F)cc1
→ -0.1, 18, -0.2, -8
101. Fc1ccc(-c2cnc3ccc(NC4CCOCC4)nn23)cc1
→ 0.0, 6, 0.7, 21
102. COc1ccc(NC(=O)COc2ccc(S(=O)(=O)NCC(C)C)cc2C)c(OC)c1
→ 0.0, 8, 2.1, -2
103. CC(=O)Nc1ccc(Nc2nc(Nc3cnccn3)nc3c2ncn3-c2ccsc2)cc1
→ 3.7*, 7, 4.1, 29
104. CC(C)CNC(=O)c1cccc(NC(=O)c2ccc3c(c2)C(=O)N(C)C3=O)c1
→ 0.1, -2, 0.4, 8
